Compound activity deposited in PubChem BioAssay by The Scripps Research Institute Molecular Screening Center.
GAA850 FXN act: FXN promoter activators, primary screen, cell-based, luciferase luminescence, HEK293 lucGAA850. HEK293 lucGAA850 FXN promoter luciferase reporter, 24 h; percent of 10 µM SAHA response. AID 540364, 2011. hit rate 0.56% among 360,000. activation, % at 6 µM;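 active = activation above the average of all compounds screened plus 3 SD, cutoff fixed separately per campaign, cut at about 7.5% in these data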;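 also: 0% = DMSO wells and 100% = 10 µM SAHA wells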
DAX1 inh: DAX1 (NR0B1) inhibitors, primary screen, cell-based, HEK293, Gal4-DAX1, luciferase luminescence; HEK293 Gal4-DAX1 luciferase reporter; hit rate 0.99% among 340,000; inhibition, % at 6.75 µM; AID 504766, 2011;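 active = inhibition above the mean over all tested compounds plus 3 SD, cut at about 4.2% in these data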;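 also: 0% = DAX1-transfected cells with DMSO and 100% = empty-vector control cells with DMSO; inhibition shows as a rise in luminescence from relieved DAX1 repression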
Target sequence (P51843 207-470 limits assumed): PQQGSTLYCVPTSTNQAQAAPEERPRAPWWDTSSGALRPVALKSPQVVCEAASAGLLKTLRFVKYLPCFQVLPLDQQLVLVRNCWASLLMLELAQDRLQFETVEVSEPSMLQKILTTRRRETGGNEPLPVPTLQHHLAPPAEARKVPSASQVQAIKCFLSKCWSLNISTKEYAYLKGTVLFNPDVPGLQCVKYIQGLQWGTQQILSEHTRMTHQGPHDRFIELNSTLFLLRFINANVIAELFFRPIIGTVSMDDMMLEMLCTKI
The depositor's hits bear a star. Not all compounds are listed, so the mix of outcomes need not match the whole.

GAA850 FXN act,DAX1 inh,structure
0.7,-0.8,COc1ccc(C2/C=C\CC(NC(=O)OCC3c4ccccc4-c4ccccc43)CC(=O)N2Cc2ccccc2F)cc1 (stereo unspecified)
0.7,-0.5,CCC(=O)NCCn1c(C)cc2ccccc21
-0.1,-4.5,Cc1c(C(=O)OCCOC(C)C)[nH]c2c1C(=O)CC(c1ccco1)C2 (stereo unspecified)
1.3,-0.9,CC(=O)N1N=C(c2ccccc2)OC1c1ccc([N+](=O)[O-])s1 (stereo unspecified)
-1.8,-0.5,Cc1ccccc1N(CC(=O)NC1CCCC1)C(=O)c1oc(C(C)(C)C)cc1C
-4.3,0.1,CCN(CC)CCCN(C(=O)c1cccs1)c1nc(-c2ccc(OC)cc2)cs1
0.6,0.5,Cc1ccc(-n2nc3c(c2NC(=O)c2ccc(S(=O)(=O)N4CCOCC4)cc2)CSC3)c(C)c1
-0.1,0.0,Cc1ccc2cc(CN(CC(C)C)S(=O)(=O)c3ccccc3)c(=O)[nH]c2c1
3.2,-1.1,O=[N+]([O-])c1cc(Cl)ccc1Nc1ccccc1
1.5,1.8,Cc1cccc(C)c1NC(=O)C1CCCN1S(=O)(=O)c1ccc2c(c1)n(C)c(=O)c(=O)n2C (stereo unspecified)
0.1,-0.5,COC(=O)c1cc(OC)c(OC)cc1N1C(=O)CCCC1=O
5.4,1.8,O=c1cc(-c2ccc(O)c(O)c2)oc2cc(O[C@@H]3O[C@H](CO)[C@@H](O)[C@H](O)[C@H]3O)cc(O)c12
4.9,-3.1,CC(C)(C)c1ccc(CSc2nc(N)cc(=O)[nH]2)cc1
-1.1,-2.1,O=C(NCc1cccc(F)c1)c1cccc2c1C(=O)c1ccc(N3CCCC3)cc1S2(=O)=O
-0.3,-1.6,Cc1cc(N)c2cc(NC(=O)/C=C/c3ccccc3Cl)ccc2n1
2.8,-2.4,Cc1cc2c(N=O)c(NO)ccc2[nH]1
-2.8,-0.2,O=C(OCc1ccc(COC(=O)c2ccc(O)cc2)cc1)c1ccc(O)cc1
1.4,0.0,Cc1ccc(OCC(=O)N(Cc2ccco2)C2CCS(=O)(=O)C2)cc1C (stereo unspecified)
2.4,0.1,CCCCc1nc(C(N)=O)c2[nH]c(=O)n(-c3ccc(OC)c(OC)c3)c2n1
3.5,-0.7,Cc1ccc(CN2C(=O)CSc3ccc(C(=O)NCCN4CCOCC4)cc32)cc1
2.4,0.7,O=C(Nc1ccc(Oc2c(F)c(F)c(F)c(F)c2F)cc1)OC1CCN2Cc3ccccc3N=C12 (stereo unspecified)
1.7,-0.5,COC(=O)c1ccncc1C(=O)Nc1ccc(OC)cc1
6.2,3.1,COc1cccc2c1C(=O)c1ccc3ccccc3c1C2=O
-5.6,0.3,CCCCCc1cc(=O)oc2c(C(CCN3CCCC(C)C3)c3cc(OC)c(OC)c(OC)c3)c(OC)cc(OC)c12 (stereo unspecified)
1.0,-3.2,CCc1cccc(CC)c1NC(=O)CN1CCc2cc(OC)c(OC)cc2C1
1.4,1.5,CCCCC1=CC2=CC(=O)C(C)(OC(=O)CC)C(=O)C2=CN1c1ccccc1 (stereo unspecified)
-2.5,-0.4,CS(=O)(=O)Nc1nc2n(n1)C(c1ccccc1)C=C(c1ccc(Br)cc1)N2 (stereo unspecified)
1.6,-0.6,Cc1ccccc1N1CCN(S(=O)(=O)Cc2ccccc2)CC1
-3.2,-0.2,O=C(NCc1ccco1)c1ccc(CS(=O)(=O)Cc2ccc(F)cc2)o1
0.4,0.1,NC(=O)CSc1oc(-c2ccco2)nc1S(=O)(=O)c1ccc(Cl)cc1

Arranged by SMILES length (ascending): 19 of the compounds above
GAA850 FXN act,DAX1 inh,structure
0.7,-0.5,CCC(=O)NCCn1c(C)cc2ccccc21
1.7,-0.5,COC(=O)c1ccncc1C(=O)Nc1ccc(OC)cc1
6.2,3.1,COc1cccc2c1C(=O)c1ccc3ccccc3c1C2=O
0.1,-0.5,COC(=O)c1cc(OC)c(OC)cc1N1C(=O)CCCC1=O
4.9,-3.1,CC(C)(C)c1ccc(CSc2nc(N)cc(=O)[nH]2)cc1
-0.3,-1.6,Cc1cc(N)c2cc(NC(=O)/C=C/c3ccccc3Cl)ccc2n1
1.0,-3.2,CCc1cccc(CC)c1NC(=O)CN1CCc2cc(OC)c(OC)cc2C1
-3.2,-0.2,O=C(NCc1ccco1)c1ccc(CS(=O)(=O)Cc2ccc(F)cc2)o1
0.4,0.1,NC(=O)CSc1oc(-c2ccco2)nc1S(=O)(=O)c1ccc(Cl)cc1
-4.3,0.1,CCN(CC)CCCN(C(=O)c1cccs1)c1nc(-c2ccc(OC)cc2)cs1
3.5,-0.7,Cc1ccc(CN2C(=O)CSc3ccc(C(=O)NCCN4CCOCC4)cc32)cc1
-1.8,-0.5,Cc1ccccc1N(CC(=O)NC1CCCC1)C(=O)c1oc(C(C)(C)C)cc1C
1.4,1.5,CCCCC1=CC2=CC(=O)C(C)(OC(=O)CC)C(=O)C2=CN1c1ccccc1 (stereo unspecified)
-0.1,0.0,Cc1ccc2cc(CN(CC(C)C)S(=O)(=O)c3ccccc3)c(=O)[nH]c2c1
-1.1,-2.1,O=C(NCc1cccc(F)c1)c1cccc2c1C(=O)c1ccc(N3CCCC3)cc1S2(=O)=O
2.4,0.7,O=C(Nc1ccc(Oc2c(F)c(F)c(F)c(F)c2F)cc1)OC1CCN2Cc3ccccc3N=C12 (stereo unspecified)
1.5,1.8,Cc1cccc(C)c1NC(=O)C1CCCN1S(=O)(=O)c1ccc2c(c1)n(C)c(=O)c(=O)n2C (stereo unspecified)
0.7,-0.8,COc1ccc(C2/C=C\CC(NC(=O)OCC3c4ccccc4-c4ccccc43)CC(=O)N2Cc2ccccc2F)cc1 (stereo unspecified)
5.4,1.8,O=c1cc(-c2ccc(O)c(O)c2)oc2cc(O[C@@H]3O[C@H](CO)[C@@H](O)[C@H](O)[C@H]3O)cc(O)c12

Remaining list, next part:
GAA850 FXN act,DAX1 inh,structure
-2.7,1.1,CCOC(=O)C(C)Sc1nnc(Cc2cc(=O)[nH]c(=O)[nH]2)n1-c1ccc(Cl)cc1 (stereo unspecified)
1.5,0.2,O=C1c2ccccc2C(=O)N1CCc1csc(NNc2nc(CCN3C(=O)c4ccccc4C3=O)cs2)n1
2.3,1.8,O=C(COC(=O)c1cc[n+]([O-])cc1)Nc1ccc(Cl)cc1C(F)(F)F
1.4,2.5,Cc1nn(-c2ccccc2)c2c1C(c1ccc(Br)s1)C(C#N)=C(N)O2 (stereo unspecified)
0.2,-0.5,C#CCOCCOCCOCCNc1nc(N2CCN(C(=O)CCCCCCCCCCNC(=O)[C@H]([C@@H](C)CC)n3cc(CCCCCN)nn3)CC2)nc(N2CCN(C(=O)CCCCCCCCCCNC(=O)[C@@H]([C@H](C)O)n3cc(C)nn3)CC2)n1
1.7,1.5,CCOC(=O)C1=C(C)N=c2s/c(=C/c3ccc(OCC(=O)O)cc3)c(=O)n2C1c1ccc(SC)cc1 (stereo unspecified)
-1.6,1.5,CCOC(=O)[C@@H]1[C@H]2COc3ccccc3[C@@H]2N2C(=O)N(c3ccc(C)cc3)C(=O)[C@]12C
-2.1,0.9,COc1cc2nc(N(CCN(C)C)C(=O)c3ccc4ccccc4c3)sc2cc1OC
-5.9,-1.2,O=C(CCl)N1c2ccccc2Sc2ccc3ccccc3c21
1.0,-0.6,COc1ccc(N=C2C(=Nc3ccc(OC)cc3)N(c3ccc(OC)cc3)C(=S)N2C)cc1
-0.7,3.2,O=C(O)c1ccc(CN2C(=O)c3cccc4c([N+](=O)[O-])ccc(c34)C2=O)cc1
1.5,-1.3,CC(=O)N1CCN(S(=O)(=O)c2ccc(S(=O)(=O)NCC(C)C)cc2)CC1
0.2,0.2,CC(C)(C)OC(=O)NCCCC[C@H](NC(=O)c1[nH]cnc1C(=O)Nc1ccc(Cl)cc1)C(=O)OC(C)(C)C
0.1,-1.0,CC(C)C(NS(=O)(=O)c1cccs1)C(=O)NCCN1CCN(c2ccccc2)CC1 (stereo unspecified)
5.5,1.4,COc1cccc([C@@H]2Oc3ccc(OC)cc3C(=O)[C@H]2O)c1
-1.4,0.8,COc1ccccc1Nc1nn2c(=O)c3ccc(C(=O)NCc4cccnc4)cc3nc2s1
0.5,-0.4,C[C@@H]1NC(=O)c2cc([N+](=O)[O-])cc(I)c2OCC[C@@H](C(N)=O)NC(=O)[C@H](CCCCN)NC1=O
9.0*,-0.3,Oc1ccc(Nc2nc(-c3cccnc3)cs2)cc1
1.8,0.0,COCCn1c(SCC(=O)NCCc2ccccc2)nc2c([nH]c3ccccc32)c1=O
2.1,0.6,CN1CCc2c(sc(NC(=O)c3ccc(S(=O)(=O)N4CCOCC4)cc3)c2C(N)=O)C1
-10.4,-5.3,CC(=O)N(C)C1=C(N2CCOCC2)C(=O)c2ccccc2C1=O
0.9,0.2,Cc1cc(C)cc(SCc2noc(C(=O)NC(C)C)c2C(=O)NC(C)C)c1
1.5,-0.4,Cc1ccc(NC(=O)c2ccc(NS(=O)(=O)c3cccc4cccnc34)cc2)cc1
1.5,-0.5,Cc1c(NC(=O)c2cccnc2Cl)c(=O)n(-c2ccccc2)n1C
-1.2,-1.2,CCn1c(SCC(=O)Nc2nc3ccc(C)cc3s2)nc2c(c1=O)SC(C)C2 (stereo unspecified)
2.6,0.1,CC(=O)c1ccc(NC(=O)c2ccc(NC(=O)c3ccco3)cc2)cc1
-0.6,-0.1,CCC(C)Sc1ccc(-c2nc3ccc(C)cn3c2NCc2ccccc2)cc1OC (stereo unspecified)
-0.5,1.2,Cc1cc(C)cc(NC(=O)Nc2ccc(S(=O)(=O)Nc3cc(C)on3)cc2)c1
8.6*,0.8,O=C1NC2(C=Cc3c(ccc4ccccc34)O2)Oc2ccccc21 (stereo unspecified)
3.7,-1.2,COc1ccc2c(c1)-c1nc(/N=C/c3ccc(O)c(OC)c3)sc1CC2
1.7,0.5,COc1ccccc1NC(=O)C1CCCN1S(=O)(=O)c1cccc2nsnc12 (stereo unspecified)
2.1,-0.1,Cc1ccccc1N(C)S(=O)(=O)c1ccc2[nH]cc(C(=O)NCC3CCCO3)c(=O)c2c1 (stereo unspecified)
1.5,1.5,CC(=O)NCCc1nc2cc(NC(=O)c3cccc([N+](=O)[O-])c3)ccc2n1C
-14.1,-1.4,COc1ccc(C(=O)/C(=C\c2ccco2)N2C=CC=CC2=C(C#N)C#N)cc1
0.2,1.6,Cc1ccc(C(=O)COC(=O)C2CCC2)cc1
4.2,0.6,O=C1OCCN1C(=O)[C@H]1[C@H](c2ccc(Cl)cc2)C(c2cccc(Cl)c2)=NN1c1ccccc1
-1.9,0.6,Cc1[nH][nH]c(=O)c1C(c1c(C)[nH][nH]c1=O)c1cn(Cc2ccc(F)cc2)c2ccccc12
1.8,-1.1,CCOC(=O)c1ccc(NC(=O)Cn2cnc(S(=O)(=O)N3CCCC3)c2)cc1
-0.4,0.6,CC(C)(CC(=O)O)CC(=O)N1CCN(c2cc(C(F)(F)F)nc3ccccc23)CC1
-2.3,-0.1,Cc1ccccc1Nc1cc2ccccc2c(=O)[nH]1
0.9,0.4,COc1ccc(/C=C2\SC(=S)N(CCC(=O)Nc3ccc(C(=O)O)cc3)C2=O)cc1OC
-6.7,-0.6,COC(=O)C1=C(C)N(Cc2ccccc2)C(=NCc2ccccc2)N[C@H]1c1cccc(C(F)(F)F)c1
0.2,1.1,C#CCOCCOCCOCCNc1nc(N2CCN(C(=O)CCCCCCCCCCNC(=O)[C@H](CCCCN)n3cc(C)nn3)CC2)nc(N2CCN(C(=O)CCCCCCCCCCNC(=O)[C@@H]([C@H](C)O)n3cc(C)nn3)CC2)n1
0.0,1.7,CC(C)NC(=O)c1[nH]nc2c1CCc1ccccc1-2
1.7,-0.4,COc1ccc(N2C(=O)C(Cl)=C(Oc3cccc(OC)c3)C2=O)cc1
3.6,0.1,CCCC(=O)Nc1nnc(S(=O)(=O)N(C)Cc2ccco2)s1
3.5,0.1,N#CC1=C(N)C2=CCCC[C@H]2[C@H](c2ccc(Br)cc2)C1(C#N)C#N
-0.6,0.7,O=C(CN1CCN(S(=O)(=O)c2ccc(Cl)cc2)CC1)Nc1ccc(F)cc1F
2.3,1.9,O=C(O)c1cccc2c1C(=O)c1ccc(-c3ccc(F)cc3OCc3ccccc3)cc1S2(=O)=O
1.8,0.0,Oc1c(C(c2ccccn2)N2CCOCC2)ccc2cccnc12 (stereo unspecified)
1.2,0.5,CCN(c1ccc(OC)cc1)S(=O)(=O)c1nnc(NC(=O)c2ccc(C)cc2)s1
